Assay outcomes (PubChem BioAssay)
Pf apPOL inh = Pf-apPOL DNA polymerase inhibition; Recombinant Pf-apPOL, molecular beacon fluorescence, 1.5 h; inhibition, % at 10 µM; 210,000 compounds, 0.25% hits
mHTT-CaM PPI inh = disrupts binding of mutant huntingtin to calmodulin. P42858. AlphaScreen His-mHTT/GST-CaM binding, luminescence. inhibition, % at 15 µM. 190,000 compounds, 3.6% hits. AID 1671202;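 also: 0% = both proteins with DMSO and 100% = one protein alone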
Target sequence (P42858 whole entry, looked up, stated change not applied): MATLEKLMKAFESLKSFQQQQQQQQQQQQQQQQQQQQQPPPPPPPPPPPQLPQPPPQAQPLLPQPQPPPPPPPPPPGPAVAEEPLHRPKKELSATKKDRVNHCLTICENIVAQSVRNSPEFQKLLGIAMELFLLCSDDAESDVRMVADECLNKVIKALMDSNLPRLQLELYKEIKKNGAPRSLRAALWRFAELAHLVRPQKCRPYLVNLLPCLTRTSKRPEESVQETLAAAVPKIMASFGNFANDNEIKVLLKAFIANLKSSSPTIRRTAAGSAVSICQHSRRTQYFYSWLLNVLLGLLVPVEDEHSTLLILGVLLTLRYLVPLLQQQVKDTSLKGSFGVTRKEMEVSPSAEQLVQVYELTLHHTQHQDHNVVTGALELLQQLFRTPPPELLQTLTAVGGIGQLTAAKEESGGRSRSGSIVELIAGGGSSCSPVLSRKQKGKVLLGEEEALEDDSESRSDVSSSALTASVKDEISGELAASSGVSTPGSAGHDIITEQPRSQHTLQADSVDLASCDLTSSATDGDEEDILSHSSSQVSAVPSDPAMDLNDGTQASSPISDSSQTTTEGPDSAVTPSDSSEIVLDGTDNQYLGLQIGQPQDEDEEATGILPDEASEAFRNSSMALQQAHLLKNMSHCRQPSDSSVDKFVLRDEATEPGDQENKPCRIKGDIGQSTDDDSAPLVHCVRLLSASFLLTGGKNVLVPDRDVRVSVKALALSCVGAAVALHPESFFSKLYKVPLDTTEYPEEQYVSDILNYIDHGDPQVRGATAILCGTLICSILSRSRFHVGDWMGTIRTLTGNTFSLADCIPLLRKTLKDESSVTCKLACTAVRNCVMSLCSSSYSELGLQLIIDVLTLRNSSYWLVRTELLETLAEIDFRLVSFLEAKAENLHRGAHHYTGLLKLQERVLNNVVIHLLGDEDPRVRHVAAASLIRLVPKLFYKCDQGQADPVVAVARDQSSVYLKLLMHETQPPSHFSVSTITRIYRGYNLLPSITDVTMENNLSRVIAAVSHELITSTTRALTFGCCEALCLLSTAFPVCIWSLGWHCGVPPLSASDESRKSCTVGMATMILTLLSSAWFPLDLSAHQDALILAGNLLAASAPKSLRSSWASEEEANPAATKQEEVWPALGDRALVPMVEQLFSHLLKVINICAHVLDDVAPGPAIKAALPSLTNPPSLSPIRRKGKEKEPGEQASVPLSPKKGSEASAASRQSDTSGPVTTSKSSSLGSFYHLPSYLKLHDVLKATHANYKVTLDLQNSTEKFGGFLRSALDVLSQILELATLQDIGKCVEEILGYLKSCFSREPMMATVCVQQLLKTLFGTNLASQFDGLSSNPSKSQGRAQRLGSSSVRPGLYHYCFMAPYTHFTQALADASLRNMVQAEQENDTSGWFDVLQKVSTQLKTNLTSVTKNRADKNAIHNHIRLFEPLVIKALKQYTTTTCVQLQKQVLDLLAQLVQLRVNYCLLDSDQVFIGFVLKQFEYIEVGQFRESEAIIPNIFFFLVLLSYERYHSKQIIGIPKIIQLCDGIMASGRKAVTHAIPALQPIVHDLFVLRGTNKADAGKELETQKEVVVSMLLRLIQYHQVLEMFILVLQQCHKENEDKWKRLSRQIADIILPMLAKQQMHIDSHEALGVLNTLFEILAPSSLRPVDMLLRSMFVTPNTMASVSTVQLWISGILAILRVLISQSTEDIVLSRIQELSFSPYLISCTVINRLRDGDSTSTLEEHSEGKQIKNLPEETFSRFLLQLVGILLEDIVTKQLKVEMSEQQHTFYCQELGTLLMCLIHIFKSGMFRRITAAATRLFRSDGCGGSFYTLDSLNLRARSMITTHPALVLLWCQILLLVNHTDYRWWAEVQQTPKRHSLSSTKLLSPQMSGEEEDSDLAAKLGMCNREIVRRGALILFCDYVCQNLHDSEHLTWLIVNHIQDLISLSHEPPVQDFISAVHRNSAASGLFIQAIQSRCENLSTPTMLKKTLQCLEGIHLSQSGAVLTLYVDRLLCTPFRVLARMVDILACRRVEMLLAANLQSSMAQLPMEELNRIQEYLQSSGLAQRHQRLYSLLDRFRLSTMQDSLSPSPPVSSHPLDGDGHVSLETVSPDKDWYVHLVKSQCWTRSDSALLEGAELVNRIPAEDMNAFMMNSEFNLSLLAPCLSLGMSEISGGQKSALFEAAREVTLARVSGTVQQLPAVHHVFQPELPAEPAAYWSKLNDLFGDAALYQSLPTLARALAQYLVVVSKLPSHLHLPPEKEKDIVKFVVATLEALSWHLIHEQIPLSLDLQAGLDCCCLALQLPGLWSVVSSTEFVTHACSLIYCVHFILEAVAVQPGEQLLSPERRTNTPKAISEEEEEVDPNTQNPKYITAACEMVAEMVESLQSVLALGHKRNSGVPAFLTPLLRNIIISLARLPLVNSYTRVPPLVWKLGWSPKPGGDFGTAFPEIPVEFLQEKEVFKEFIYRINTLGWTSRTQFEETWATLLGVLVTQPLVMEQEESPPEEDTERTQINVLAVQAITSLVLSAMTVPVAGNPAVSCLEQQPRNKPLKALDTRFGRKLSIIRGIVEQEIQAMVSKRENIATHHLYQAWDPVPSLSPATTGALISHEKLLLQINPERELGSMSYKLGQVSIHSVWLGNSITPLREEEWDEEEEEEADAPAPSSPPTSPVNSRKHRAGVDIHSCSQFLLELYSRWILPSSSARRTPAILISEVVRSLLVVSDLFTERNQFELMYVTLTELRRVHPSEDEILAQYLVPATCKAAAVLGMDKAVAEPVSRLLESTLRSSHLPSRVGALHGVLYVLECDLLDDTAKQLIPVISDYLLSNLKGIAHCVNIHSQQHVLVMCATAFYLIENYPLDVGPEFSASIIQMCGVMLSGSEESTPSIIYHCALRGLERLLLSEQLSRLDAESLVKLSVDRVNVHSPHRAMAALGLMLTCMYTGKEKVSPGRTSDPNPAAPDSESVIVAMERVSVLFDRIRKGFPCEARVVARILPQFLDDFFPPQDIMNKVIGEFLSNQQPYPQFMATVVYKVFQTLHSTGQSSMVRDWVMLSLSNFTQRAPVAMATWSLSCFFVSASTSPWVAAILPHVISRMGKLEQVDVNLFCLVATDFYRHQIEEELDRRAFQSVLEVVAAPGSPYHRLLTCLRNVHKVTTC
Starred values were filed as active, the others as inactive; · = not tested or not shown; & = joins results of further samples. Rule as the data show it: active = inhibition above about 50%; inactive = the rest.

Values in the order – Pf apPOL inh	mHTT-CaM PPI inh
Cc1cc(Cl)cc(Cl)c1CNC(=O)C(C)C
  2	·
CC(Sc1ccccc1)C(=O)Nc1ccc(F)cc1 (stereo not drawn)
  5	-9
O=c1nc2s/c(=C\c3cccc(F)c3)c(=O)n2nc1Cc1ccccc1
  -5	0
CCOc1ccccc1CN1CCc2nc(Nc3cc(OC)ccc3OC)ncc2C1
  -4	63*
c1ccc(-c2ccccc2-n2cnnn2)cc1
  2	1
Cc1cc(-c2noc(-c3cccs3)n2)no1
  -1	·
COc1ccc(CC(=O)N2CCCC(C)(C(=O)NCc3ccc(F)cc3)C2)cc1 (stereo not drawn)
  1	-1
Cc1ccc(S(=O)(=O)NCc2ccccc2)cc1
  -7	-9
CCOC(=O)C=C(C)NN=C(c1ccccc1)c1ccccc1
  -7	·
O=C(c1cc2ccccc2oc1=O)N1CCSC1c1ccc(Cl)cc1 (stereo not drawn)
  -2	-1
CCOC(CNC(=O)c1sc2ncn(CC(=O)N(CC)CC)c(=O)c2c1C)OCC
  -2	4
COc1ccccc1C1(CCNCc2ccc3c(c2)OCO3)CCOC(C)(C)C1 (stereo not drawn)
  0	3
CCn1c(CC2CCN(C(=O)COc3ccccc3C)C2)nc2cccnc21 (stereo not drawn)
  -10	14
Cc1noc(CNC(=O)C2CCN(C(=O)Cn3ccc4ccccc43)CC2)n1
  -9	1
S=C(NCc1ccccc1)Nc1ccc(Br)cc1
  -7	·
CCCC(C)Sc1nc2nc(C)cc(C)n2n1 (stereo not drawn)
  ·	-6
O=S(=O)(c1cccnc1)N1CCc2[nH]nc(-c3ccc(F)cc3)c2C1
  1	13
Cc1ccc(S(=O)(=O)Nc2ccc(-c3csc(N)n3)cc2)cc1
  -8	46
CCOc1ccc(/C=C2/SC(N3CCCC3)=NC2=O)c(OCC)c1
  2	13
O=C(NCCc1ccccc1)C1CCCN(C(=O)c2ccccc2F)C1 (stereo not drawn)
  -8	29

Some of the entries above in a different format.
CCn1c(CC2CCN(C(=O)COc3ccccc3C)C2)nc2cccnc21 (stereo not drawn)
  Pf apPOL inh: -10	mHTT-CaM PPI inh: 14
Cc1noc(CNC(=O)C2CCN(C(=O)Cn3ccc4ccccc43)CC2)n1
  Pf apPOL inh: -9	mHTT-CaM PPI inh: 1
S=C(NCc1ccccc1)Nc1ccc(Br)cc1
  Pf apPOL inh: -7	mHTT-CaM PPI inh: ·

Returning to the listing; the three compounds before the break are reprinted first.
Values in the order – Pf apPOL inh	mHTT-CaM PPI inh
Cc1ccc(S(=O)(=O)Nc2ccc(-c3csc(N)n3)cc2)cc1
  -8	46
CCOc1ccc(/C=C2/SC(N3CCCC3)=NC2=O)c(OCC)c1
  2	13
O=C(NCCc1ccccc1)C1CCCN(C(=O)c2ccccc2F)C1 (stereo not drawn)
  -8	29
Brc1ccc(C=Nc2ccccn2)s1
  -15	-1&-6
Cn1c(/C=C/c2ccccc2)nc2ccccc21
  -6	-42
Cc1ccc(S(=O)(=O)Nc2ccc3nc(-c4ccco4)[nH]c3c2)cc1
  -8	28
CCCC(=O)Nc1cccc(NC(=O)COc2ccc(Br)cc2)c1
  -4	2
COC(=O)c1ccccc1NC(=O)C1CC(c2ccccc2OC)=NO1 (stereo not drawn)
  -5	-12
CCNc1nccc(N2CCC(CC(=O)N3CCN(c4ccccc4Cl)CC3)CC2)n1
  -2	18
CC1(O)NC(=O)C2(C#N)C(C#N)(C#N)C12c1ccccc1 (stereo not drawn)
  6	1
CCCN(C(=O)c1coc(=O)c2ccccc12)c1cccc(C)c1
  0	-1
CC1CCN(C(=O)c2cc3n(n2)C(C(F)(F)F)CC(c2ccccc2)N3)C2CCCCC12 (stereo not drawn)
  -11	58*
Cc1c(C(N)=O)cc(-c2ccc(F)cc2)n1C
  -9	5
CCOc1ccc(C(=O)Nc2ccc(-c3nc4ncccc4o3)cc2)cc1[N+](=O)[O-]
  1&-2	-2&-2
Cn1c2c(c(=O)n(C)c1=O)C(c1ccc(Br)cc1)C1=C(N2)c2ccccc2C1=O (stereo not drawn)
  2	12
Cc1cc([N+](=O)[O-])cc2c1NC(=O)C2(O)N1CCOCC1 (stereo not drawn)
  -4	3
c1ccc(OCCCCN2CCCCC2)cc1
  -3	-2
CCN(CC)c1ccc(/C=C2\C(=O)NN(c3cccc(Br)c3)C2=O)c(O)c1
  -5	32
CCn1c(SCc2cc(=O)n3cc(Br)ccc3n2)nc2ccsc2c1=O
  -4	12
COc1cccc(C=Nc2cc(C(=O)O)ccc2C)c1O
  -4	-4
O=C(NC1CC2CC1CN2C(=O)Cc1ccsc1)c1cccs1 (stereo not drawn)
  -3	0
COc1ccc(Cl)cc1C(=O)N1CCc2nc3cc(-c4ccccc4)[nH]n3c(=O)c2C1
  3	5
O=C(C1=CN(c2cccc(F)c2)c2ccccc2S1(=O)=O)N1CCCCC1
  -1	-2
COc1ccc(CN2COc3ccc4c(=O)c(-c5ccccc5)coc4c3C2)cc1OC
  -4	4
Cc1ccc(-c2cc(C(=O)NCc3cccnc3)c3ccccc3n2)s1
  4	6
COc1ccccc1-n1c(C)nc2cc(C(=O)NCc3cccnc3)ccc21
  -1	0
O=C(c1ccc([N+](=O)[O-])cc1)N1CCOCC1
  1	-7
CCc1cc2c(=O)c(-c3nc4ccccc4n3C)c(C(C)C)oc2c(CN2CCN(C)CC2)c1O
  -2	10
CCN1CCn2c(nc3cc(C(=O)NCc4ccccc4C(F)(F)F)ccc32)C1=O
  2	7
Cc1ccc(Cn2c(N3CCC(C(=O)NCC(C)C)CC3)nc3ccsc3c2=O)cc1
  -3	-9
CCCc1cc(C2CCCN2Cc2cn[nH]c2-c2ccc(OC)cc2)no1 (stereo not drawn)
  -1	21
CCOc1ccc(N2C(=O)CC(NCCc3ccc(Cl)cc3)C2=O)cc1 (stereo not drawn)
  -9	-10
CNc1nc2c(C)cccn2c(=O)c1C=NCc1ccccc1
  -5	20
O=[N+]([O-])c1cc(-c2ncnn2-c2ccc(F)cc2)ccc1Cl
  0	15
C=CCNC(=O)c1ccc(N2CCC3(CC2)OCCO3)c([N+](=O)[O-])c1
  -4	5
O=c1c(CN2CCN(c3ccccc3)CC2)coc2ccc(Cl)cc12
  6	0
COc1ccc(C2(CNC(=O)c3cc4ccccc4o3)CCOCC2)cc1OC
  -4	2
COC(CNC(=O)c1cc(S(=O)(=O)N2CCC(C)CC2)ccc1F)OC
  5	-4
CC1CCC2(CC1)OCC(C(=O)NC(C)C)N2C(=O)c1ccccc1 (stereo not drawn)
  2	0
Cn1nccc1C(=O)N1CCC(c2nc(-c3ccccc3)no2)C1 (stereo not drawn)
  -6	-5
Cc1ccc(NC(=O)COc2ccc(Cl)cc2C)c([N+](=O)[O-])c1
  -4	-1
COc1ccccc1C(=O)N1CCC2(CC1)NC(=O)c1ccc(F)cc1N2C
  0	6
Cc1ccc(C(=O)Nc2cccc(Cl)c2)cc1S(=O)(=O)N1CCOCC1
  -9	1

Grouped by structure, the entries above with an aryl thioether with sulfur outside any ring
Values in the order – Pf apPOL inh	mHTT-CaM PPI inh
CC(Sc1ccccc1)C(=O)Nc1ccc(F)cc1 (stereo not drawn)
  5	-9
CCCC(C)Sc1nc2nc(C)cc(C)n2n1 (stereo not drawn)
  ·	-6
CCn1c(SCc2cc(=O)n3cc(Br)ccc3n2)nc2ccsc2c1=O
  -4	12

Further results follow:
SMILES	Pf apPOL inh	mHTT-CaM PPI inh
COc1ccccc1/C=C/C=C1\N=C(c2ccc([N+](=O)[O-])cc2Cl)OC1=O	-3	8
CN(C)c1ccc(/C=C2\C(=O)Nc3ccccc32)cc1	-33	·
CC(=O)N1N=C(c2ccccc2)CC1Cc1cc2cccc(C)c2nc1Cl (stereo not drawn)	-6	-7
O=Cc1cn(CC(=O)NCc2ccco2)c2ccc(Br)cc12	-6	14
Cc1ccc(S(=O)(=O)CCSc2n[nH]c(=O)n2-c2ccc(OCc3ccccc3)cc2)cc1	-3&-4	·
O=C1OCc2c1[nH]c(=O)[nH]c2=O	·	-4
COc1ccc(OC)c(C2C=C(c3cccc(Br)c3)Nc3ncnn32)c1 (stereo not drawn)	-3	28
CCCN1C(=O)Cc2ccccc2C1C(=O)NCc1cc(OC)ccc1OC (stereo not drawn)	-2	4
COc1ccc(C)cc1NC(=O)C1CN(S(=O)(=O)C2CC2)CC12CCCCC2 (stereo not drawn)	0	9
Cc1ccccc1-n1nc2c(c1NC(=O)C(C)(C)C)CS(=O)(=O)C2	5	3
CN1CCN(CCCNC(=O)C2CCc3sc(C(=O)N4CCCCCC4)cc3C2)CC1 (stereo not drawn)	-2	2
CCCN(CCO)Cc1cccc(Br)c1	-6	0
Cc1cccc(NC(=O)N2CCC3(CC2)NC(=O)c2cc(C)ccc2N3C)c1	3	-8
Cc1nnc(NC(=O)C(C)Sc2nncn2C)s1 (stereo not drawn)	-3	-6
CC(NC(=O)C(c1ccccc1)c1ccccc1)c1ccccc1 (stereo not drawn)	-1	-15
Cc1ccccc1-c1csc2c(=O)n(CC#N)cnc12	-2	-13
CCn1ncc(Cn2nc(C)c(N)c2C)c1C	·	-3
CCc1ccc(OCC(=O)Nc2cc(-c3nc4ncccc4o3)ccc2C)cc1	-5	14
CCc1ccc(C(C)NS(=O)(=O)c2cc3c(s2)CCN(C(=O)C2CCC2)C3)cc1 (stereo not drawn)	-1	2
Cc1ccc(C(=O)N2CCCC(c3ccnc(Nc4ccc(F)cc4)n3)C2)s1 (stereo not drawn)	0	82*
Cc1ccc(C(=O)Nc2ccccc2C(=O)NCCC(=O)O)cc1	1	-3
Cc1c(C(=O)N2CCCC2)oc2ccc(S(=O)(=O)N3CCCC3)cc12	16	5
COc1ccccc1NC(=O)N1CCCC(C)(C(=O)NCc2ccc(C)cc2)C1 (stereo not drawn)	1	-9
Cc1ccc(OCCn2ccnc2)c(Cl)c1	-7	2
O=C1OC(c2cccc(I)c2)=N/C1=C\c1ccc(Br)cc1	-4	0
COc1ccc(C2(C)CC(C)(C)N(C(C)=O)c3ccccc32)cc1 (stereo not drawn)	-3	-8
O=C(c1ccc([N+](=O)[O-])o1)N1CCN(c2cccc(Cl)c2)CC1	6	0
O=C(NCCCN1CCCC1)C1CCN(c2ncnc3c2nc2n3CCCCC2)CC1	0	-2
NS(=O)(=O)c1ccc(-n2nc(C(F)(F)F)cc2-c2cccs2)cc1	-10&0	·
O=C(c1ccsc1)N1CCN(C(=O)c2nnn3c2COC(c2ccccc2)C3)CC1 (stereo not drawn)	2	8
Cc1ccsc1CN1CCCC(n2c(=O)n(C)c3cncnc32)C1 (stereo not drawn)	1	7
Fc1ccc(-c2nc(-c3cccc(-c4ccn[nH]4)c3)no2)cc1	-1	18
CCCCNc1nc(SCC(=O)Nc2cc(C)[nH]n2)nc2ccccc12	-3	14
O=C(NCc1ccsc1)C(=O)Nc1cccc(C(F)(F)F)c1	-3	-9
CSc1nc(-c2ccccc2)cn1-c1ccccc1F	-1	18
Cc1cc(CSCc2ccc(Cl)cc2)no1	-8	·
COc1ccccc1C1=NOC(C(=O)NCc2ccccn2)C1 (stereo not drawn)	0	2
CCN(CC)C(=O)CC[C@@H]1CC[C@]2(CCCN(Cc3ccncc3)C2)O1	-6	-11
COc1ccc(-c2nnc(NC(=O)c3cccs3)s2)cc1OC	4	0
CN(C(=O)C(Cl)Cl)C1CC2C=CC1C2 (stereo not drawn)	0&2	·
CCN1CCN(CCNC(=O)c2nc(C)n(C3CCN(C)CC3)c2C)CC1	-4	1
CC(C)c1nc(CN2CCN(c3ccccc3F)CC2)cc(=O)[nH]1	-4	-3
O=C(Nc1cccc(O)c1)c1cccc(C(=O)Nc2cccc(O)c2)c1	0	31
Cc1oc(C2CCN(C(=O)C3CCOC3)CC2)nc1C(=O)N1CCSCC1 (stereo not drawn)	0	3
CS(=O)(=O)N1CCc2ccc(C(=O)N3CCN(C4CCCC4)CC3)cc21	2	4
COc1ccc(C2/C=C\CN(Cc3ccccc3)[C@@H](C)C(=O)N2Cc2ccc(F)cc2)cc1 (stereo partly drawn)	1	73*
CCc1cccc(NC(=O)C2CCN(c3cc(=O)n(C)c(=O)n3C)CC2)c1	-2	66*
CCc1nc2c(c(=O)n1CC(=O)NC1CCCCC1)CN(Cc1ccccc1)CC2	4	-1
COc1ccc(-c2cc(=O)oc3c(C)c4oc(C)c(C)c4cc23)cc1	10	11
O=C1C2C3CC(C(Br)C3Br)C2C(=O)N1c1ccc([N+](=O)[O-])cc1 (stereo not drawn)	-1	1
COc1ccc(Cl)cc1S(=O)(=O)N1CCC(c2noc(-c3ccccc3)n2)CC1	-3	-5
Cc1cc(C(=O)NN=Cc2[nH]ncc2Br)no1	3	·
CCC(C)SCc1cc(C(=O)O)oc1C (stereo not drawn)	·	-2
CC(C)C(=O)N1CCCC(COc2ccc(C(=O)NC3CC3)cc2)C1 (stereo not drawn)	-3	-10
COc1ccc(-c2nnc(C)c(NC3CCCC3)n2)cc1	-12	52*
O=C(c1csc(N2CCN(c3ccccc3)CC2)n1)N1CCCC1	-8	22
